Vif imaging: inhibitors of HIV Vif. HEK293T cells, Vif self-association by quenched fluorescence, imaging, 24 h. inhibition, % at 7.49 µM. 0.35% of 340,000 active. AID 602346; in the data active = inhibition above about 50%, passing the limit was not always enough; inconclusive = no clear call, values can overlap the other calls; inactive = below about 31%; note: some results filed as inactive read as strong as hits
HTR2A ag: mouse HTR2A agonism via beta-arrestin recruitment | CHO-K1 mHTR2A beta-arrestin complementation, luminescence; percent of 30 µM serotonin response | P35363 | AID 624169 | activation, % at 7.6 µM | 0.66% of 360,000 active;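 active = activation above a run cutoff, the mean activation of all tested compounds plus 3 SD, cut at about 14% in these data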;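 note: 0% = plate median of compound wells and 100% = 30 µM serotonin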
Target sequence (P35363 whole entry, looked up): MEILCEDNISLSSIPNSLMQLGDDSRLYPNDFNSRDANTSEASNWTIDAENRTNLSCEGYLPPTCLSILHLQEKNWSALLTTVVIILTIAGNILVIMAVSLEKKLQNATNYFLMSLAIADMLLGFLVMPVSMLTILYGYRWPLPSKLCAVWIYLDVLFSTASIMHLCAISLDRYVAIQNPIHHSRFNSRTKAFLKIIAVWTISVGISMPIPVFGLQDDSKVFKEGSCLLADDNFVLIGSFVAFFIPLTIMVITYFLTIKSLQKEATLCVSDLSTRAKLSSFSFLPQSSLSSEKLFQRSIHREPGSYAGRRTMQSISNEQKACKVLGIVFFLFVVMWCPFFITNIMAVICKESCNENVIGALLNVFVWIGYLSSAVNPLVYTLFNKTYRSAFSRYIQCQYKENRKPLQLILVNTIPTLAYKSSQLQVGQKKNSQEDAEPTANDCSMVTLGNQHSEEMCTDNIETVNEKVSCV
PDI inh: inhibitors of human protein disulfide isomerase | AID 588391 | 0.052% of 350,000 active | inhibition, % at 10 µM | PDI insulin aggregation turbidity, A650, 90 min;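 active = mean inhibition across replicates of 30% or more, whatever share of single replicates reach that level; inconclusive = mean inhibition below 30% while every single replicate reaches 30%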;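 note: absorbance from insulin aggregation driven by PDI reduction with DTT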
Target sequence (P07237 whole entry, looked up): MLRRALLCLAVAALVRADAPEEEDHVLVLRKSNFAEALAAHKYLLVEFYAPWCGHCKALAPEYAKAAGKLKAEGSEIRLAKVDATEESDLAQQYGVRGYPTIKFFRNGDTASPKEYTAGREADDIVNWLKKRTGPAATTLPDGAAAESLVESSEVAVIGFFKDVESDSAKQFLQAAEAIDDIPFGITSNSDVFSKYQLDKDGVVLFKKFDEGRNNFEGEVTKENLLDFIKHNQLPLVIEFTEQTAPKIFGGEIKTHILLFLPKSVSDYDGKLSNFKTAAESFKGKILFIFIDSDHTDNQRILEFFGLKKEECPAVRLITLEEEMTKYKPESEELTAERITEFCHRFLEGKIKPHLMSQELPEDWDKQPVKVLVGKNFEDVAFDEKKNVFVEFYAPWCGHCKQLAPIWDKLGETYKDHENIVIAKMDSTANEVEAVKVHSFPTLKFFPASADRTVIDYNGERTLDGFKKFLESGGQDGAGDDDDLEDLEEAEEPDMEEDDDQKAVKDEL
Cardio protect: protects H9c2 cardiomyocytes from peroxide injury; H2O2 injury protection, ATPLite, 2 h; protection from H2O2 cell death, % at 20 µM; 0.63% of 360,000 active;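 active = compounds giving at least 50% protection of heart cells from peroxide-induced death in the single-dose screen, raw or plate-pattern-corrected value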;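 note: 0% = DMSO wells with peroxide and 100% = DMSO wells without peroxide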
CaV13 ICDI inh: Disruptors of the CACNA1D IQ motif to Ca2+-dependent inactivation inhibitor domain association, primary screening, Förster resonance energy transfer in intact living …; HEK cells, CFP/YFP FRET ICDI-IQ, plate reader, 10 min; percent FRET-ratio fall versus neutral wells; AID 743397; inhibition, % at 12.3 µM; 0.098% of 340,000 active;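 active = mean replicate inhibition of at least 30% and at least 1% of replicates passing that level; inconclusive = only one of the two criteria is met; inactive = neither criterion is met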;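 note: 0% = median of the neutral control wells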
Glyco luc inh: N-linked glycosylation inhibition. D54 ERlucT glycosylation luciferase reporter, 24 h; percent of 100 nM tunicamycin response. 0.23% of 360,000 active. reporter increase, % at 12.5 µM;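 active = mean luciferase reporter signal, scaled so untreated is 0 and the glycosylation-blocking control 100, at or above a set limit in every replicate; inconclusive = mean reaches the limit but not every replicate does; inactive = mean below the limit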;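 note: luciferase carries N-glycosylation sites so blocking glycosylation raises the light; 0% = median of neutral control wells and 100% = median of 100 nM tunicamycin wells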
aDG glyco up: increases alpha dystroglycan glycosylation. 0.22% of 360,000 active. activation, % at 10 µM. Pro5-aDG cells, alpha-DG glycosylation AlphaScreen (IIH6); 0% Pro5, 100% B10-LARGE cell signal;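 active = activation of at least 8% versus controls, or a plate z-score of at least 8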;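 note: Pro5 are CHO cells carrying HIG-tagged alpha-DG that lacks glycosylation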
Granule exo inh: lytic granule exocytosis inhibition. TALL-104 LAMP-1 surface exposure, flow cytometry; cells stimulated with thapsigargin and PMA. inhibition, % at 10 µM. 0.66% of 360,000 active;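 active = inhibition above about 55%, limit read from the data; inconclusive = no clear call, values can overlap the other calls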
hiPSC survival: increases survival of single human iPS cells | 0.044% of 360,000 active | survival enhancement, % at 20 µM | hiPSC single-cell survival, ATPlite luminescence; 100% = ROCK inhibitor wells, 0% = DMSO; in the data active = survival enhancement above about 18%;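 note: cells exposed to compounds for 16 hours before the ATP read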
ABCB6 inh MLPCN: inhibitors of human ABC transporter ABCB6 | AID 602162 | fluorescence ratio to DMSO, % at 10 µM | K562-ABCB6 porphyrin accumulation, flow cytometry, 1 h; active compounds read low | 0.19% of 360,000 active;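 active = fluorescence ratio to DMSO below 75%, the collection mean minus 3 SD; inconclusive = too few cells collected in the well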;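 note: signal is porphyrin accumulated inside mitochondria; 100% equals median channel fluorescence of DMSO control wells; lower ratio means ABCB6 inhibition with less porphyrin fluorescence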
An asterisk follows results filed as active; u = inconclusive; x = no result given.

SMILES	Vif imaging	HTR2A ag	PDI inh	Cardio protect	CaV13 ICDI inh	Glyco luc inh	aDG glyco up	Granule exo inh	hiPSC survival	ABCB6 inh MLPCN
COC(=O)c1onc(-c2c(OC)cc(OC)cc2OC)c1C(=O)OC	10	-2	14	8	-3	1	0.2	-10	3.5	104
CCCN(c1ccc(OCC)cc1)c1ncnc2nc[nH]c12	7	1	-19	2	-8	-4	0.0	12	-0.8	107
COc1cccc(N2C(=O)CC(c3c[nH]c4ccccc34)C2=O)c1 (centres undefined)	-7	4	16	8	-3	-1	-0.1	1	1.8	98
CC(C)n1c(CN2CCN(Cc3ccccc3)CC2)nc2ccccc21	-2	-1	7	-1	-5	-3	0.2	-15	-0.8	98
CC(=O)c1ccc(Nc2nc(C(N)Cc3ccc(C(F)(F)F)cc3)cs2)cc1 (centres undefined)	6	-1	-6	-4	-5	-2	5.0	18	-0.3	101
C=CCCC1CN(Cc2ccco2)S(=O)(=O)c2c(F)cccc2O1 (centres undefined)	6	1	-8	-4	-10	12	0.0	-4	1.4	97
CSc1ccccc1NC(=O)C1CC(c2c(F)cccc2Cl)=NO1 (centres undefined)	-15	0	-4	5	-18	-5	0.1	0	0.8	100
CCc1nnc(NC(=O)c2ccc(S(=O)(=O)N3CCN(Cc4ccccc4)CC3)cc2)s1	-15	3	11	0	x	2	0.0	2	4.5	99
Cc1ccc(C(=O)NC(=O)CSc2ncccc2C(=O)O)cc1	4	4	-97	2	-3	1	0.2	-2	0.1	100
CCCn1c(CCc2ccccc2)n[nH]c1=S	-2	5	-2	-2	-8	1	0.3	-2	0.4	99
O=C(CNc1ccc(F)cc1F)NC(=O)NCc1ccco1	1	-1	4	0	-2	0	0.0	2	2.1	93
COC(=O)C(C(=O)OC)c1ccc(N)cc1	1	4	6	2	11	1	0.1	-1	0.3	94
CSc1nnc2c3cc(C)ccc3n(Cc3ccccc3)c2n1	x	8	0	-8	-7	1	-0.3	-9	-0.3	101
COc1ccc(N2CCN(CC(=O)Nc3nnc(-c4ccccc4)s3)CC2)cc1	18	-4	14	3	-5	1	-0.1	1	0.7	103
CCCCOC(=O)CSc1nnc(-c2ccc(Cl)cc2Cl)o1	18	0	-5	-6	x	0	0.1	-3	-0.5	99
COC(=O)c1ccccc1S(=O)(=O)NNC(=O)Nc1ccccc1	-4	5	-13	-3	-21	-11	0.2	5	0.3	78
O=S(=O)(NCc1cccnc1)c1ccc(Br)s1	-16	1	-4	4	-4	-2	0.0	-1	-0.4	93
CCCN1CCC(=O)N([C@H](CN=[N+]=[N-])CC(C)C)CC1	x	1	2	-2	-4	0	0.0	2	3.3	96
Cc1nc(SC2CC(=O)N(c3ccc([N+](=O)[O-])cc3)C2=O)nc2c1CCCC2 (centres undefined)	5	-3	-2	2	1	1	0.3	0	-1.9	83
c1ccc(C2COC(c3cccs3)=N2)cc1 (centres undefined)	x	2	11	-6	-8	4	0.4	-2	-0.9	102
CC(C)(C)NC(=O)CN(Cc1cccs1)C(=O)CNS(=O)(=O)c1ccc(F)cc1	5	13	3	4	-4	0	0.1	9	0.4	94
COc1ccc(/C=N/NC(=O)/C(=C/c2ccccc2)CCO)cc1	-2	-6	1	0	-11	0	0.0	4	2.0	93
O=C(CCC(C(=O)c1ccccc1)c1ccccc1)c1ccccc1 (centres undefined)	-1	-11	0	-6	-5	0	0.0	1	-1.1	98
Cc1c(Br)ccc(NC(=O)c2ccccc2[N+](=O)[O-])c1C	5	8	-4	-2	-5	0	0.3	-4	-2.2	98
CCCCn1c(N)c(N(CCC(C)C)C(=O)C2=NN(c3cc(C)ccc3C)C(=O)CC2)c(=O)[nH]c1=O	-1	0	6	-3	-1	0	0.2	-2	-0.2	99
CCc1n[nH]c(=S)n1/N=C/c1ccc(N(C)c2ccccc2)cc1	-2	5	2	-20	0	-1	-0.1	14	1.3	104
O=C(Cc1ccccc1)Nc1nnc(-c2ccco2)s1	3	5	6	10	1	6	-0.1	-3	2.7	104
O=C(Nc1ccc2c(c1)OCO2)c1ccc(S(=O)(=O)N2CCCC2)cc1	-8	-6	-4	-6	4	1	-0.2	1	-0.1	98
CCOC(=O)N1CCN(S(=O)(=O)c2c(C)nn(C)c2C)CC1	7	1	-2	9	1	2	-0.2	0	-1.7	81
O=C(O)C/C(=C\c1cc2c(cc1Br)OCO2)c1nc2ccccc2s1	10	-3	1	-4	-2	3	-0.2	-6	0.1	101
O=C(NCCSc1ccccc1)c1ccccc1	u	-5	6	-5	x	-6	0.3	0	-3.6	89
CC(Oc1ccccc1)C(=O)Nc1cccc(-c2nc3ccccc3[nH]2)c1 (centres undefined)	-17	4	2	25	x	-2	0.3	-13	6.3	94
CC(C)CC[n+]1ccn(-c2nc3ccccc3nc2[N-]S(=O)(=O)c2ccc(Cl)cc2)c1	-2	8	6	-6	-17	-6	-0.1	-16	0.3	94
O=C(NC1CCCc2c1cnn2-c1ccccc1F)c1ccccn1 (centres undefined)	-24	-2	0	-9	-16	-14	0.3	-2	0.3	98
Cc1ccc(SC(C)C(=O)NCCC2=CCCCC2)cc1 (centres undefined)	15	-2	1	-1	-4	1	-0.3	2	0.2	80
CC(=O)NC1=NC(=O)C(C)S1 (centres undefined)	2	0	-2	-1	-6	2	0.0	1	-3.1	101
C[C@H]1CCC(=O)N([C@H](CC#N)Cc2ccccc2)CC1	-5	7	0	0	-6	3	-0.1	-2	2.1	98
O=C(Cc1ccc(F)cc1)N1CCC(CC2CC(c3ccc(Cl)cc3)=NO2)(C(=O)NCC2CCCCC2)CC1 (centres undefined)	x	-1	0	-5	-8	0	0.1	-3	11	93
CCOc1ccccc1CNC(=O)CCc1cn(CC)c2ccccc12	-8	-8	-17	-4	-4	0	-0.1	7	0.4	102
CCCOc1ccc(C(=O)c2ccccc2C(=O)OC2CCOC2=O)cc1OCCC (centres undefined)	-2	4	4	-2	-7	1	0.1	-2	0.7	109
O=C(O)Cc1ccc(Oc2ncc(C(F)(F)F)cc2Cl)cc1	-1	1	7	2	-2	1	0.0	2	2.9	98
Fc1ccccc1C(c1nnnn1C1CCCC1)N1CCN(Cc2ccccc2)CC1 (centres undefined)	3	-7	9	5	x	-4	-0.1	0	-1.7	90
CC1CCC2(CC1)NC(=O)N(CC(=O)NCc1ccc(Cl)cc1)C2=O (centres undefined)	-20	-3	-9	-5	-5	-8	0.1	3	3.2	96
Cc1ccccc1Cn1nc(C)c(NC(=O)c2cc(-c3cccs3)on2)c1C	-1	13	2	-7	x	-5	0.8	1	-1.7	99
CNC(C)C(=O)NC(C(=O)N1CCCC1C(=O)Nc1ccc2[nH]ccc2c1)C(C)C (centres undefined)	x	-3	0	1	-7	7	2.2	2	-0.6	105
Cc1ccc(Nc2nnc(SCC(=O)Nc3cccnc3Cl)s2)cc1C	-1	0	11	-16	-3	-6	0.2	-4	-2.8	101
COc1ccccc1Nc1nc(-c2cccc(N3C(=O)c4ccccc4C3=O)c2)cs1	32	6	-5	6	-6	1	-0.4	-2	5.5	93
CCc1ccccc1NC(=O)c1noc(C(C)C)c1[N+](=O)[O-]	3	1	-5	-4	13	3	-0.1	-4	-0.9	102
O=C(CSc1ncccn1)N(Cc1cccnc1)C(CCc1ccccc1)c1nc2ccccc2[nH]1 (centres undefined)	x	-3	x	8	-8	-1	-0.2	-6	-1.0	92
CC(=O)Nc1ccc(C(=O)N2CCCC(c3cc(C(=O)Nc4ccccc4Cl)no3)C2)cc1 (centres undefined)	0	-2	-2	-5	-5	2	0.2	-1	-1.7	99
C[C@H](CO)N1C[C@H](C)[C@@H](CN(C)S(=O)(=O)c2ccc(F)cc2)Oc2ccc(NC(=O)Nc3ccc(C(F)(F)F)cc3)cc2C1=O	24	-3	-4	-3	-12	-7	0.0	5	3.8	99
Nc1c2c(nc3sc4c(c13)CCCC4)CCCCCC2	5	-5	3	-26	-2	2	1.0	13	1.4	97
COc1ccc(C2CC(c3ccccc3)=NN2C(=O)CSc2nccc(=O)[nH]2)cc1 (centres undefined)	8	3	-13	14	-5	2	-0.1	-1	0.5	104
COc1ccc(OC)c(CNC(=O)C2CCCN(S(=O)(=O)N3CCC(C)CC3)C2)c1 (centres undefined)	-2	1	10	-4	-7	0	0.2	2	-0.5	94
O=C(Cc1c(O)c2ccccc2[nH]c1=O)NCc1ccccc1	2	3	-7	-2	x	2	0.0	-3	0.4	98
Cc1[nH]c2ccccc2c1/C=N\NC(=O)CNc1ccc2c(c1)OCO2	-14	-1	9	5	-5	6	-0.3	-1	1.0	100
COc1cc(OC)cc(-c2c(Sc3ccccc3)c3cc(-c4ccc(OC)c(OC)c4)ccc3n2C)c1	x	5	x	x	-10	x	-0.6	-4	-1.3	94
COc1cc(OC)cc(-c2noc(-c3csc([C@H]4C[C@H](O)[C@@H](CO)O4)n3)n2)c1	-5	0	3	-2	-7	-3	0.0	-10	-1.5	101
Cc1nc2sc(C(c3cccc(F)c3)N3CCC(C)CC3)c(O)n2n1 (centres undefined)	x	-6	0	5	-6	2	-0.1	-2	2.2	103
CCOc1ccc2cc(S(=O)(=O)N3CCN(C)CC3)ccc2c1	6	-7	-10	-2	-6	0	1.1	-2	-1.5	88

Individual results from the results shown.
`O=C(O)C/C(=C\c1cc2c(cc1Br)OCO2)c1nc2ccccc2s1` @ HTR2A ag = -3
`CCOc1ccc2cc(S(=O)(=O)N3CCN(C)CC3)ccc2c1` @ Cardio protect = -2

(continued)
SMILES	Vif imaging	HTR2A ag	PDI inh	Cardio protect	CaV13 ICDI inh	Glyco luc inh	aDG glyco up	Granule exo inh	hiPSC survival	ABCB6 inh MLPCN
C#CCOCCOCCOCCNc1nc(N2CCN(C(=O)C([C@@H](C)CC)n3cc(C(N)CC(C)C)nn3)CC2)nc(N2CCN(C(=O)[C@H](CCC(=O)O)n3cc(C(N)Cc4ccc(O)cc4)nn3)CC2)n1 (some centres undefined)	5	8	-4	12	x	3	-0.3	-8	3.2	99
CC(C)Oc1cccc(C(=O)C2CCCN(C(=O)c3ccnn3C)C2)c1 (centres undefined)	-1	0	-5	-6	-3	-1	0.0	0	1.5	104
COc1cccc(-c2ncc3ccccc3c2COC(=O)N2CCCCC2)c1	-11	-3	5	-3	-11	-1	0.0	-1	-1.8	96
CCN(CC)S(=O)(=O)c1cc(C(=O)O)ccc1Cl	x	2	6	6	-1	-1	-0.1	0	-0.1	100
Clc1ccc(-c2cn3cccnc3n2)cc1Cl	-3	-4	-4	2	-6	1	-0.1	-2	-2.1	166
CN(CC(=O)Nc1ccc(F)cc1)C(=O)COC(=O)C1CCN(c2ccc(C(F)(F)F)cn2)CC1	x	-9	-2	-5	-6	2	0.4	-1	-0.1	96
CC1Cc2ccccc2N1C(=O)COC(=O)c1ccc(N(C)C)cc1 (centres undefined)	-3	-2	10	-12	-7	-3	-0.1	1	-0.2	91

Assay outcomes as filed in PubChem BioAssay.
